NadD block – NadD (S. aureus) enzyme inhibition. purified NadD enzyme, colorimetric absorbance read-out. inhibition, % at 20 µM. actives 0.78% (n = 360,000). AID 602399; in the data active = inhibition above about 26%; note: some compounds past the cut are filed as inactive
DNMT1 inh – inhibitors of human DNMT1. DNMT1 molecular beacon, Hinp1I cleavage, fluorescence. actives 0.83% (n = 360,000). P26358. inhibition (reported as % activation of signal), % at 10 µM; in the data active = inhibition above about 50%
CSN inh – inhibitors of human CSN-mediated cullin deneddylation. Purified CSN, SCF-Nedd8-OG deneddylation, fluorescence polarization. inhibition, % at 12.5 µM. actives 0.38% (n = 360,000). AID 651999;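 active = pattern-corrected inhibition above about 35%, with an unprinted fluorescence ratio check between 0.5 and 1.5, limit read from the data, passing the limit was not always enough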;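 note: 0% = enzyme with substrate and 100% = substrate without enzyme; some results filed as inactive read as strong as hits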
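assay system = purified human Csn5 enzyme expressed in HEK293T cells | amount = 0.24 nM enzyme | buffer or medium = Tris/NaCl/DTT buffer, pH 7.5 | reagent = 10 nM SCFSkp2-Nedd8OG | compound = one concentration, 12.5 µM, 0.25% DMSO | times = 90 min reaction at room temperature | signal = FP | read-out basis = % inhibition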
Rpn11 inh – inhibitors of human proteasome Rpn11. O00487. human 26S proteasome, Ub4-pepOG fluorescence polarization; 20S core pre-blocked with epoxomicin. calls only at 20 µM. actives 0.59% (n = 360,000);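 active = inhibition at 20 µM, scaled to each plate's controls, above about 33%, limit read from the data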
Neddylation inh – cullin neddylation inhibition; P61081+Q13564; TR-FRET cullin neddylation, biochemical; calls only at 25 µM; actives 0.58% (n = 360,000); in the data active = inhibition above about 36%
LMPTP block – LMPTP (human) inhibition | P24666 | AID 651560 | inhibition, % at 20 µM | actives 0.22% (n = 360,000) | recombinant LMPTP-A, OMFP fluorogenic substrate, fluorescence intensity;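 active = compounds that cut the enzyme signal by at least half of the control window in the single-dose screen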;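 note: plate controls were DMSO wells with enzyme plus substrate for no effect and substrate without enzyme for full effect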
Target sequence (P24666 whole entry, looked up): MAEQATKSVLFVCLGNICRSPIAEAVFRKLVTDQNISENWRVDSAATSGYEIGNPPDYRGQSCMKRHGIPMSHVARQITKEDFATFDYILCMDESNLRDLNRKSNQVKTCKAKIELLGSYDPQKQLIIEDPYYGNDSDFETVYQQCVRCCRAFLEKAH
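material = LMPTP-A | quantity = 0.625 nM enzyme | reagent = OMFP substrate, 400 µM final | buffer or medium = Bis-Tris pH 6.0, DTT, detergent | detection = endpoint fluorescence intensity from OMFP dephosphorylation | dosing = single 20 µM dose | read-out basis = % inhibition relative to no-enzyme and uninhibited control wells | control set = no-enzyme and uninhibited controls | timing = 50 min at room temperature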
Rin1 Abl inh – blocks binding of human Rin1 to Abl. inhibition, % at 7.35 µM. TR-FRET Rin1/Abl binding, biochemical. AID 588664. actives 0.4% (n = 360,000); in the data active = inhibition above about 5%, passing the limit was not always enough
SUMO1-SIM PPI – modulators of human SUMO1-mediated protein-protein interactions; SUMO1 binding to a labelled peptide, TR-FRET, 1 h; inhibition, % at 20 µM; actives 0.33% (n = 360,000); in the data active = inhibition above about 37%
Target sequence (P63165 whole entry, looked up): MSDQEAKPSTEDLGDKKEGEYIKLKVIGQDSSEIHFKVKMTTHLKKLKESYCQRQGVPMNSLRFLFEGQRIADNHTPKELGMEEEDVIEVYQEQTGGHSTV
STEP block – inhibitors of human striatal-enriched phosphatase STEP; inhibition, % at 20 µM; recombinant STEP, OMFP fluorogenic substrate, fluorescence; P54829; actives 0.25% (n = 360,000);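 active = inhibition at 20 µM, scaled per plate between control wells, above about 37%, limit read from the data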;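 note: 0% = DMSO with enzyme and substrate and 100% = substrate only without enzyme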
Target sequence (P54829 whole entry, looked up): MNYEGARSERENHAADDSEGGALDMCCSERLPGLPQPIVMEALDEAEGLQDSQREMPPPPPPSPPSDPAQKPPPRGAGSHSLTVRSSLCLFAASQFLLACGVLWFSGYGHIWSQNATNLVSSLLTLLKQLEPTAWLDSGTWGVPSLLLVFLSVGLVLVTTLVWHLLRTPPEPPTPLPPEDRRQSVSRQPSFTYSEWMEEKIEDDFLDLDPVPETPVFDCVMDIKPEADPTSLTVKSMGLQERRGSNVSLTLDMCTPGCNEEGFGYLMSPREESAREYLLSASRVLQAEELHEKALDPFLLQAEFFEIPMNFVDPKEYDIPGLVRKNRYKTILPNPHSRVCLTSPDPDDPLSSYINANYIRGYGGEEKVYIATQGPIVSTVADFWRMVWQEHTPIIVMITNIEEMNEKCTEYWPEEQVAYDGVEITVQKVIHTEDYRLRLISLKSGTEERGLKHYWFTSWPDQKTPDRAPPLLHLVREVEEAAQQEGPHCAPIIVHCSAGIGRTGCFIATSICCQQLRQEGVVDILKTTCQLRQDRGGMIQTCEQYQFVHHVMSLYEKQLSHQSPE
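Material: STEP (striatal-enriched tyrosine phosphatase) enzyme, cell-free; Compound dosing: 20 µM single dose in 1% DMSO; Technique: fluorescence read at 480 nm ex / 540 nm em; Times: reaction 20 min, ambient temperature; Medium: 50 mM Bis-Tris pH 6.0 with 2.5 mM DTT and 0.005% Tween 20; Also added: OMFP at 25 µM.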
Scp1 inh – Scp-1 (human) phosphatase inhibition. Recombinant Scp1, phosphopeptide, malachite green phosphate absorbance. inhibition, % at 20 µM. actives 0.88% (n = 340,000). AID 493091;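 active = inhibition above about 50% at 20 µM, limit read from the data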;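 note: plate controls were DMSO wells with enzyme for no effect and wells lacking enzyme for full effect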
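Material – SCP-1 phosphatase catalytic domain, residues 76-261 · Buffer or medium – Acidic Tris acetate buffer with magnesium and detergent · Also added – Phospho 17-mer peptide substrate · Compound – single 20 µM dose, 1% DMSO · Times – 45 min room-temperature reaction, 5 min colour, 30 min stabiliser · Technique – Phosphate-binding colour reagent, absorbance read at 630 nm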
The depositor's hits bear a star; i = inactive; . = not tested or not shown; & = joins results of further samples.

LMPTP block	Scp1 inh	NadD block	Rpn11 inh	STEP block	CSN inh	DNMT1 inh	SUMO1-SIM PPI	Rin1 Abl inh	Neddylation inh	SMILES
3.9	-10	-6	i	-4	0	-1	3	-1	i	O=C(Nc1cccc(Cl)c1)OCCOC(=O)Nc1cccc(Cl)c1
-1.4	1	-2	i	0	0	0	3	2	i	COc1ccc(CCNC(=O)CN2C(=O)c3ccccc3S2(=O)=O)cc1OC
0.1	-10	2	i	0	-3	-1	-6	0	i	Cc1ccc(CN2CCN(CC(=O)N3CCC(C(N)=O)CC3)C2=O)cc1
2.9	15	-4	i	0	29	24	3	-4	i	S=c1[nH]nc(-c2ccccc2Cl)n1/N=C/C=C/c1ccco1
3.9	-3	-1	i	3	-4	-4	6	3	i	C/C(=N\NC(=O)c1ccccc1OCCOc1ccccc1)c1ccccc1F
2.0	-5	-6	i	3	1	2	-20	3	.	CCCCn1c(-c2cccs2)nc2nc3ccccc3nc21
0.2	.	4	.	.	2	.	1	.	i	COC(=O)[C@]12CCCCC=C1N(CCC1=CCCCC1)C(=O)[C@H](CC(=O)NCc1ccc(OC)c(OC)c1)C2
-1.8	2	-6	i	1	-2	0	-5	-1	i	CCOC(=O)c1sc(NC(=O)c2ccccc2C(=O)O)c(C(=O)OCC)c1C
0.3	-11	-3	i	0	-3	2	-17	-20	i	Cc1c(/C=N/NC(N)=O)c2ccccn2c1C(=O)c1ccncc1
0.1	-12	-9	i	-3	2	1	-2	-1	i	COc1ccc(C(C)(C)C)cc1NC(=O)COC(=O)CSCc1c(C)noc1C
-0.7	-8	5	i	4	0	12	1	-1	i	CC(C)(C)C1CCC(=NNC(=O)c2ccccc2-n2cccc2)CC1 (stereo not drawn)
-1.8	-5	-4	i	-3	2	-2	2	1	i	O=c1c2ccccc2c(=O)n2n1Cc1ccccc1C2
-2.0	-6	-7	i	-3	-3	4	-3	0	i	COC(=O)C1=C(C(=O)OC)[C@@H]2Nc3ccccc3[C@@]23C[C@@H](C(=O)OC)N(C(C)=O)C3=N1
1.5	-9	14	i	0	4	-10	-17	-2	i	COc1ccc([N+](=O)[O-])cc1/C=N/NC(=O)CNC(=O)C(c1ccccc1)c1ccccc1
0.1	18	-1	i	-2	1	1	6	-3	i	CC1(C)CC2CC(C)(CN2S(=O)(=O)c2cccc(C(=O)OCC(=O)NC(N)=O)c2)C1 (stereo not drawn)
-0.2	-8	-4	i	2	4	1	0	-1	i	CC1CN(C(=O)CCC(=O)NC(C)c2ccccc2)c2cc(Cl)ccc2O1 (stereo not drawn)
-1.1	-8	2	i	0	0	-7	-11	0	i	Nc1nc(-c2ccc(Br)cc2)cs1
-0.5	-10	1	i	2	-1	13	2	1	i	CCCOc1ccc(N/C=C/C(=O)c2ccc(OC)c(OC)c2)cc1
0.3	-1	2	i	0	9	0	-9	3	i	O=C(N/N=C/c1ccco1)c1ccccc1OCc1ccccc1Cl
-1.2	.	-1	i	-2	0	1	3	1	i	Nc1ncnc2c1ncn2[C@@H]1O[C@H](C(=O)N2CCCN(Cc3cccs3)CC2)[C@@H](O)[C@H]1O
11	-1	51*	i	6	6	20	6	-4	i	O=C(N/N=C/c1ccc(Cl)c([N+](=O)[O-])c1)c1cc(-c2ccc3c4c(cccc24)CC3)n[nH]1
1.4	-7	2	i	1	7	-4	1	1	i	CC1CN(c2nc3c(c(=O)n(Cc4ccc(Cl)c(Cl)c4)c(=O)n3C)n2C)CC(C)O1 (stereo not drawn)
-0.4	-3	-7	i	-2	2	0	3	-4	i	COc1cc(OC)cc(C(=O)N[C@H](C(=O)NCc2cccs2)C(C)C)c1
0.1	-5	9	i	-1	5	1	-1	-1	i	COc1ccccc1CNC(=O)CCNS(=O)(=O)c1cc(Br)cnc1N
-0.8	-10	-4	i	-4	-2	-5	-1	0	i	CC(/C=C/c1ccccc1)=N/O
-0.8	-1	-1	i	0	-4	3	-7	-1	i	CCC(C)N(C)C(=O)c1cc2ccccc2c(-c2ccccc2Cl)n1 (stereo not drawn)
-2.1	12	-2	i	-1	1	14	3	2	i	COC(=O)CC(CC(=O)OC)n1cccc1
0.8	.	5	i	0	2	-10	-20	-7	i	OC(c1cccc(F)c1)c1ncc(-c2ccc3ccccc3c2)[nH]1 (stereo not drawn)
2.6	-14	1	i	2	-13	4	-1	3	i	O=C(Nc1cc(Cl)ccc1Oc1ccccc1)c1ccc(F)cc1
-1.6	9	0	i	-2	-3	-2	-4	-3	i	Cn1c(=O)[nH]c(=O)c2c1nc(SCC(=O)O)n2Cc1ccccc1

Ordered by number of heavy atoms (smallest number first): some entries from above
LMPTP block	Scp1 inh	NadD block	Rpn11 inh	STEP block	CSN inh	DNMT1 inh	SUMO1-SIM PPI	Rin1 Abl inh	Neddylation inh	SMILES
-0.8	-10	-4	i	-4	-2	-5	-1	0	i	CC(/C=C/c1ccccc1)=N/O
-1.1	-8	2	i	0	0	-7	-11	0	i	Nc1nc(-c2ccc(Br)cc2)cs1
-2.1	12	-2	i	-1	1	14	3	2	i	COC(=O)CC(CC(=O)OC)n1cccc1
0.8	.	5	i	0	2	-10	-20	-7	i	OC(c1cccc(F)c1)c1ncc(-c2ccc3ccccc3c2)[nH]1 (stereo not drawn)
-0.5	-10	1	i	2	-1	13	2	1	i	CCCOc1ccc(N/C=C/C(=O)c2ccc(OC)c(OC)c2)cc1
0.1	-5	9	i	-1	5	1	-1	-1	i	COc1ccccc1CNC(=O)CCNS(=O)(=O)c1cc(Br)cnc1N
1.4	-7	2	i	1	7	-4	1	1	i	CC1CN(c2nc3c(c(=O)n(Cc4ccc(Cl)c(Cl)c4)c(=O)n3C)n2C)CC(C)O1 (stereo not drawn)
-1.2	.	-1	i	-2	0	1	3	1	i	Nc1ncnc2c1ncn2[C@@H]1O[C@H](C(=O)N2CCCN(Cc3cccs3)CC2)[C@@H](O)[C@H]1O

More entries follow.
LMPTP block	Scp1 inh	NadD block	Rpn11 inh	STEP block	CSN inh	DNMT1 inh	SUMO1-SIM PPI	Rin1 Abl inh	Neddylation inh	SMILES
-0.8	-2	2	i	4	4	0	1	-1	i	Cc1ccc(S(=O)(=O)N(C)c2ccc(OCC(=O)Nc3cccc(-n4cnnn4)c3C)cc2)cc1
0.0	-6	-3	i	-3	-2	1	1	-1	i	COc1ccc(N2CCN(C(=O)CSc3nnc4ncccn34)CC2)cc1
-0.8&-1.3&-1.2	-4&-4&-21	4&-3&-2	i	-2&-3&0	-2&2&-1	1&7&0	3&0&1	1&-1&0	i	COCCc1ccc(OCC(O)CNC(C)C)cc1 (stereo not drawn)
-0.3	-4	1	i	-1	4	7	0	-4	i	Cc1ccc(Cn2ccc(NC(=O)c3cc(-c4ccccc4)on3)n2)cc1
0.0	-9	-1	i	-1	0	0	2	3	i	COc1ccc(CCNC(=O)c2ccc3c(c2)S(=O)(=O)N=C2CCCCCN23)cc1
2.1	24	14	i	4	-8	1	1	0	i	CCOc1cc(/C=N/Nc2cccc(C(=O)O)c2)ccc1OC(=O)c1ccccc1
0.0	-9	-2	i	0	101	0	-3	0	i	O=C(/C=C/c1ccccc1)NCC1(c2ccccc2)CCOCC1
4.1	.	1	i	-4	3	-8	-17	-3	i	OC1CCC2CN3CCc4c([nH]c5ccccc45)C3CC2C1 (stereo not drawn)
-2.4	-15	1	i	4	0	-3	0	-6	i	Cc1ccc2[nH]c(=O)c(CN(CCN3CCOCC3)C(=O)Nc3ccc(F)cc3)cc2c1
-0.2	4	-4	i	2	-5	0	3	-1	i	COc1ccc(-n2ncc(C(C)NS(=O)(=O)c3ccc(C(C)=O)cc3)c2C)cc1 (stereo not drawn)
4.7	4	2	i	5	6	0	-14	1	i	CN1/C(=C/C(=S)NC(=O)C2(C)CC2(Cl)Cl)C(C)(C)c2ccccc21 (stereo not drawn)
-0.6	-9	-5	i	-1	2	-2	-1	2	i	Cc1nn(-c2ccccc2)c(Cl)c1C(=O)Nc1ccc(N2CCOCC2)cc1
-0.8	-4	0	i	0	5	4	0	3	i	COc1ccc(CCNC(=O)c2cnc3n(c2=O)CCS3)cc1OC
-0.5	.	-8	i	0	-5	-1	-3	-3	i	CCNC(=O)C1(C)CCCN(Cc2csc3ccccc23)C1 (stereo not drawn)
2.1	-8	44*	.	1	125	-5	-29	-4	i	CCOC(=O)c1c(-c2ccccc2)csc1NC(=O)/C(C#N)=C/c1ccc(O)c(OC)c1
-0.6	1	1	i	0	1	-1	-2	8.5*	i	O=S(=O)(c1ccc2c(c1)oc1ccccc12)N1CCOCC1
-1.1	-4	-1	i	1	2	2	-3	0	i	CC(C)c1cccc(C(C)C)c1NC(=O)CNCC(O)c1ccccc1 (stereo not drawn)
-1.2	-6	-5	i	1	-1	2	9	0	i	O=C(Cc1cccc2ccccc12)Nc1ccc(Br)cc1C(=O)O
-0.2	6	-1	i	0	-3	-3	5	0	i	CCOc1cc(N2CCOCC2)c(OCC)cc1NC(=O)c1ccc2ncsc2c1
0.1	-9	1	i	2	-2	-1	0	3	i	CCOC(=O)CSc1nc2cc3c(cc2cc1C#N)OCCO3
-3.1	-3	-2	i	0	-1	3	-3	1	i	CC(Oc1ccc2ccc(=O)oc2c1)C(=O)NCCCn1ccnc1 (stereo not drawn)
-0.4	-10	-5	i	-1	-1	-2	3	0	i	CN(C(=O)Nc1ccc(Cl)cc1)n1cnc2ccccc2c1=O
